Compound activity as filed in PubChem BioAssay.
KOR beta-arrestin-1 = kappa opioid receptor blockers – cell-based, luminescence, uHTS (AID 1778). 0.091% of 290,000 active. inhibition, % at 10 µM; hits with a dose series show IC50 in µM. KOR beta-arrestin recruitment, luminescence, antagonist mode; higher % means a stronger effect; in the data active = inhibition above about 50%; note: strong numbers were not always called active
GPR55 LPI antagonism = GPR55 antagonists blocking LPI-driven arrestin recruitment, primary screen, imaging, U2OS, beta-arrestin-GFP, LPI agonist (AID 2013); U2OS GPR55 beta-arrestin-GFP translocation imaging, LPI antagonism; higher % means a stronger effect; inhibition, % at 10 µM; hits with a dose series show IC50 in µM; 0.13% of 290,000 active;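 active = spots per cell inhibited over 60%, with over 100 cells counted and total cytoplasm intensity under 500,000; inconclusive = wells with under 100 cells, flagged as likely toxic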;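 note: U2OS cells stably carrying GPR55 and arrestin-GFP stimulated by 5 µM LPI near EC80; imaged beta-arrestin-GFP aggregate spots per cell after agonist stimulation; plate controls were LPI-stimulated DMSO wells for no effect and DMSO wells without LPI for full effect; some results filed as inactive read as strong as hits; confirmed hits need IC50 under 10 µM and bright autofluorescent wells are also inconclusive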
GPR55 activation = selective activators of receptor GPR55 – imaging, U2OS cells, beta-arrestin-GFP redistribution, primary screen (AID 1961); U2OS GPR55 beta-arrestin-GFP redistribution imaging; higher % means a stronger effect; activation, % at 10 µM, or EC50 in µM where a hit was titrated; 0.048% of 290,000 active;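 active = activation above 40% with more than 50 cells counted in the well; inconclusive = wells holding fewer than 50 cells, flagged as toxic or sparse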;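 note: U2OS osteosarcoma cells stably expressing GPR55 and beta-arrestin-GFP; plate controls were DMSO negative control for no effect and LPI positive control for full effect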
NOD1 NF-kB reporter = NOD1 signaling inhibitors, primary screen, cell-based, luminescence, uHTS (AID 1578); NOD1-driven NF-kB luciferase reporter cells, luminescence; higher % means a stronger effect; inhibition, % at 4 µM, or EC50 in µM where a hit was titrated; 1% of 290,000 active; in the data active = inhibition mostly above about 36%, no sharp cut-off; inactive = mostly below about 34%;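 note: HEK-293T reporter cells stimulated with the NOD1 agonist gamma-tri-DAP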
NTR1 ag = NTR1-driven beta-arrestin-GFP spot formation – imaging, U2OS cells, high content, primary screen (AID 493036). agonist mode. activation, % at 20 µM. 0.17% of 330,000 active;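 active = activation at or above 40% of the spot to cytoplasm intensity ratio, with at least 20 cells analyzed; inconclusive = wells under 20 cells, flagged as cytotoxic or low count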;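 note: 0% = DMSO without peptide and 100% = 100 nM NTR1 peptide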
Target sequence (P30989 whole entry, looked up): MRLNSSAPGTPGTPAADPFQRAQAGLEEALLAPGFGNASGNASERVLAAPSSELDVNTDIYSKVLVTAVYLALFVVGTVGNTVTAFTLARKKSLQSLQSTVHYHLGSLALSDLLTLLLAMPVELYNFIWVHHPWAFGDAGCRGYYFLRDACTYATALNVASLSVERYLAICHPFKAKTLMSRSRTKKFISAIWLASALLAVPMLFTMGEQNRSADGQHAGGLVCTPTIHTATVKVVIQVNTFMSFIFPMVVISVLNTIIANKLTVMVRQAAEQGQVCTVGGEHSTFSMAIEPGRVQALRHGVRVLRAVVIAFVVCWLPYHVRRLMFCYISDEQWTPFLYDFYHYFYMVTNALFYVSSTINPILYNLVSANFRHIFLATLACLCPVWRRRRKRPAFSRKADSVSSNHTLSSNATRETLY
KOR beta-arrestin-2 = KOR agonists, beta-arrestin recruitment, primary screen, cell-based, luminescence, uHTS (AID 1777); 0.02% of 280,000 active; activation, % at 10 µM, or EC50 in µM where a hit was titrated; KOR beta-arrestin recruitment, luminescence; higher % means a stronger effect; in the data active = activation above about 50%, passing the limit was not always enough; note: a part of the inactive calls stands beside numbers as strong as those of hits
GPR35 antagonists = GPR35 antagonists blocking zaprinast-driven arrestin recruitment, primary screen, imaging, U2OS, beta-arrestin-GFP, zaprinast agonist (AID 2058) | U2OS GPR35 beta-arrestin-GFP translocation imaging, zaprinast antagonism; higher % means a stronger effect | inhibition, % at 10 µM; hits with a dose series show IC50 in µM | 0.052% of 290,000 active;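 active = inhibition of at least 50% with at least 30 cells and total cytoplasm GFP at most 10,000,000; inconclusive = under 30 cells or total GFP of 10,000,000 plus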
K1F lysis inhibition = inhibition of K1F phage lysis, E. coli UTI89, bacterial capsule biogenesis inhibitors, alamar blue (AID 488966). E. coli UTI89 K1F phage lysis, alamar blue, 2 h; higher % means a stronger effect. inhibition, % at 100 µM, or IC50 in µM where a hit was titrated. 0.02% of 340,000 active;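 active = phage lysis inhibition, versus mean bacterial control, above a set limit; inconclusive = no clear call, values can overlap the other calls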;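 note: capsule biogenesis inhibitors block K1F phage lysis so surviving cells raise fluorescence; higher fluorescence means more inhibition of phage lysis; actives were called in the ten point dose series up to 300 µM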
Rac1 GTP hydrolysis = MgcRacGAP GTPase-activating activity inhibitors, confirmation, biochemical, ADP Hunter fluorescence. MgcRacGAP-stimulated Rac1 GTP hydrolysis, ADP Hunter fluorescence; higher % means a stronger effect; GST-tagged Rac1 F28L mutant substrate. inhibition, % at 30 µM; hits with a dose series show IC50 in µM. 0.6% of 340,000 active. AID 624330;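 active = first-screen hits whose inhibition reached a set limit at any dose in the follow-up dose series; inconclusive = inhibition above the set first-screen limit but never retested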;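 note: fluorescence reports GDP produced by GAP-driven GTP hydrolysis; strong numbers were not always called active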
NTR1 ag cell count 20 µM = second read-out of NTR1 ag, no call of its own (marks repeat the call); cell count; measured here: cell count, cytotoxicity flag
* = called active by the depositor; ? = inconclusive; / = no result given; [ ] = dose if it differs, or a comment. An excerpt (hit frequency here may not be typical).

1. O=C(CCN1CCN(C/C=C/c2ccccc2)CC1)Nc1ccccc1F
2. COc1cc2c(cc1OC)C(C(C)C)=NC(C)(C)C2
3. CC(C)C1N=C2c3ccccc3N=C(SCC(=O)c3ccc(O)c(O)c3)N2C1=O (stereo not drawn)
4. COc1cccc(-c2nc3ccccc3c(=O)o2)c1
5. COc1ccc(C2=NOC(C(=O)Nc3cc(C)nn3-c3ccccc3)C2)cc1OC (stereo not drawn)
6. CC(=O)C1=C(O)C(=O)N(C)C1c1ccccc1[N+](=O)[O-] (stereo not drawn)

entry no.	1	2	3	4	5	6
KOR beta-arrestin-1	-2%	-47%	23%	-36%	-32%	-5%
GPR55 LPI antagonism	2%	1%	15%	6%	5%	-4%
GPR55 activation	0.2%	-0.2%	-0.1%	-0.1%	-0.1%	-0.6%
NOD1 NF-kB reporter	-23%	-14%	-20%	-10%	5%	-1%
NTR1 ag	0.7	0.1	1.0	0.8	2.9	1.2
NTR1 ag cell count 20 µM	64	36	95	78	56	72
KOR beta-arrestin-2	3.9%	7.3%	-2.4%	-5.3%	2.1%	6.0%
GPR35 antagonists	-2%	-4%	-27%	9%	-4%	7%
K1F lysis inhibition	4.8%	0.7%	0.6%	0.3%	0.0%	0.1%
Rac1 GTP hydrolysis	3%	6%	26µM*	6%	2%	5%

7. NC(=O)CC(NSc1ccccc1[N+](=O)[O-])C(=O)O (stereo not drawn)
8. Cc1cccc(S(=O)(=O)Nc2nc3ccccc3nc2NCc2ccc3c(c2)OCO3)c1
9. CCOc1ccc(-c2nc(CSCC(=O)NCCCN3CCCC3=O)c(C)o2)cc1
10. Cc1c(CCO)c(=O)[nH]n1S(=O)(=O)c1ccccc1
11. COc1cccc(OCC(=O)NNC(=O)C(=O)N2CCCC2)c1
12. Nc1c(NCCC2=CCCCC2)c(=O)[nH]c(=O)n1Cc1ccccc1

entry no.	7	8	9	10	11	12
KOR beta-arrestin-1	-23%	-34%	-29%	2%	7%	-9%
GPR55 LPI antagonism	16%	-1%	18%	1%	3%	-20%
GPR55 activation	0.1%	0.5%	-0.1%	-0.1%	0.8%	0.0%
NOD1 NF-kB reporter	3%	25%	-4%	2%	-14%	-2%
NTR1 ag	-1.9	0.2	0.6	0.1	-0.4	-0.6
NTR1 ag cell count 20 µM	94	51	51	32	32	68
KOR beta-arrestin-2	2.1%	2.5%	-1.8%	-1.8%	2.8%	7.7%
GPR35 antagonists	5%	20%	11%	4%	0%	-9%
K1F lysis inhibition	4.4%	4.3%	0.1%	0.8%	-0.1%	3.2%
Rac1 GTP hydrolysis	0%	4%	9%	1%	5%	7%

13. Cc1sc2nc(CN(Cc3cccs3)C(=O)NC3CCCCC3)[nH]c(=O)c2c1C
14. O=C(CSc1nnnn1C1CCCC1)N1CCCc2ccccc21
15. C#CCOc1ccc(/C=C2/C(=O)ON=C2C)cc1Br
16. CCOC(=O)CSc1nc2c(cnn2-c2ccc(Cl)cc2)c(=O)[nH]1
17. CCc1nc(CN2CCN(c3cc(C(F)(F)F)ccn3)CC2)c(C)[nH]1
18. Cc1cc(-c2nnc(CCC(=O)N(C)Cc3ccsc3)o2)no1

entry no.	13	14	15	16	17	18
KOR beta-arrestin-1	-27%	33%	-47%	12%	-16%	-4%[20 µM]
GPR55 LPI antagonism	8%	6%	8%	1%	5%	3%
GPR55 activation	-0.2%	-0.1%	3.8%	0.0%	0.1%	-0.1%
NOD1 NF-kB reporter	16%	-27%	-2%	-13%	-10%	-27%
NTR1 ag	6.8	-1.9	1.6	2.5	0.8	2.7
NTR1 ag cell count 20 µM	55	32	78	101	53	96
KOR beta-arrestin-2	2.3%	-4.6%	-0.4%	-1.3%	5.5%	/
GPR35 antagonists	-8%	-12%	-3%	-2%	-18%	-7%
K1F lysis inhibition	0.1%	2.3%	0.0%	0.1%	/	0.0%
Rac1 GTP hydrolysis	-3%	2%	13%	7%	/	-1%

19. CCC1CCCCN1CCCNC(=O)Cn1ncc2c([nH]c3ccc(C)cc32)c1=O (stereo not drawn)
20. CCCNc1cc(=S)nc(N)[nH]1
21. COc1ccccc1C(=O)Nc1cccc(NC(C)=O)c1
22. Cn1c(SCC(=O)N2c3ccccc3CCc3ccccc32)nnc1-c1ccc(O)cc1
23. CN1C(=O)C2C3c4ccccc4C(c4ccccc43)[C@@H]2C1=O (stereo partly drawn)
24. CC(=O)c1cccc(NC(=O)Cn2nc(-c3ccccc3Cl)ccc2=O)c1

entry no.	19	20	21	22	23	24
KOR beta-arrestin-1	-14%	26%	-30%	-7%	38%	-8%
GPR55 LPI antagonism	12%	2%	-2%	3%	5%	15%
GPR55 activation	-0.2%	-0.1%	-0.2%	-0.2%	-0.1%	0.5%
NOD1 NF-kB reporter	-36%	5%	1%	-12%	6%	-23%
NTR1 ag	0.1	2.1	-0.2	1.5	-0.6	-1.3
NTR1 ag cell count 20 µM	64	48	59	48	78	48
KOR beta-arrestin-2	-8.3%	/	-4.1%	0.1%	-1.9%	-1.9%
GPR35 antagonists	4%	5%	-14%	0%	-5%	11%
K1F lysis inhibition	?	0.1%	-3.0%	-1.4%	0.2%	-0.6%
Rac1 GTP hydrolysis	-17%	8%	10%	7%	5%	-2%

25. Cc1nnc(NC(=O)c2cccc(S(=O)(=O)N3CCOCC3)c2)s1
26. CCS(=O)(=O)c1ccc2oc(SCC(=O)NCCc3ccc(F)cc3)nc2c1
27. COc1ccc(C2/C=C\CN(S(=O)(=O)c3ccc4ccccc4c3)CC(=O)N2Cc2ccc(F)cc2)cc1 (stereo not drawn)
28. COc1ccc(CN(C2CCCC2)S(=O)(=O)c2ccc(-n3cnnn3)cc2)cc1OC
29. CC(=O)NC(=O)c1ccc(-c2ccc(Cl)cc2)o1
30. Cc1c(NC(=S)NC(=O)c2sc3ccccc3c2Cl)cccc1C(=O)O

entry no.	25	26	27	28	29	30
KOR beta-arrestin-1	32%	-5%	-15%	-40%	4%	2%
GPR55 LPI antagonism	-2%	7%	6%	-1%	7%	12%
GPR55 activation	-0.1%	-0.2%	-0.1%	0.9%	-0.1%	0.3%
NOD1 NF-kB reporter	-13%	-26%	13%	-18%	-19%	-76%
NTR1 ag	0.4	-1.1	2.2	-0.4	-1.4	1.8
NTR1 ag cell count 20 µM	52	60	46	63	104	44
KOR beta-arrestin-2	-1.5%	-5.6%	1.5%	-2.1%	1.8%	1.7%
GPR35 antagonists	2%	-5%	0%	-11%	8%	4%
K1F lysis inhibition	-0.2%	-0.1%	-0.3%	3.5%	0.2%	-0.1%
Rac1 GTP hydrolysis	8%	9%	5%	7%	12%	13%

Nos. 28 through 29 of the list above:
28. COc1ccc(CN(C2CCCC2)S(=O)(=O)c2ccc(-n3cnnn3)cc2)cc1OC
29. CC(=O)NC(=O)c1ccc(-c2ccc(Cl)cc2)o1

entry no.	28	29
KOR beta-arrestin-1	-40%	4%
GPR55 LPI antagonism	-1%	7%
GPR55 activation	0.9%	-0.1%
NOD1 NF-kB reporter	-18%	-19%
NTR1 ag	-0.4	-1.4
NTR1 ag cell count 20 µM	63	104
KOR beta-arrestin-2	-2.1%	1.8%
GPR35 antagonists	-11%	8%
K1F lysis inhibition	3.5%	0.2%
Rac1 GTP hydrolysis	7%	12%

(more compounds)
31. Cc1nn(Cc2ccc(Cl)cc2)c(C)c1N
32. CC(C)(C)c1ccc(/C=N/OCC(=O)NCc2ccc(F)cc2)cc1
33. O=C(NCc1ccco1)c1cc2nc(-c3cccs3)cc(C(F)(F)F)n2n1
34. O=C(Cn1cc(C(F)(F)F)cc(Cl)c1=O)NCCc1ccccc1
35. Cc1ccc(C)c(OCCCCN2CCCCC2)c1
36. CCN(CC)CCNC(=O)C(=O)Nc1ccc(C(=O)OC)cc1

entry no.	31	32	33	34	35	36
KOR beta-arrestin-1	-39%	-75%	-14%	-11%	-8%	30%
GPR55 LPI antagonism	2%	-4%	4%	6%	-11%	-4%
GPR55 activation	-0.3%	-0.1%	21%	-0.3%	-0.1%	0.0%
NOD1 NF-kB reporter	-11%	-16%	-20%	-16%	-33%	-10%
NTR1 ag	-2.4	3.2	2.3	0.6	-0.2	-0.7
NTR1 ag cell count 20 µM	92	95	85	40	59	50
KOR beta-arrestin-2	1.3%	7.6%	0.4%	0.2%	-4.6%	-0.1%
GPR35 antagonists	-2%	19%	11%	1%	4%	6%
K1F lysis inhibition	0.2%	-1.4%[50 µM]	-0.5%	0.2%	-0.3%	0.5%
Rac1 GTP hydrolysis	6%	-5%	10%	6%	176µM*	9%

37. Cn1c(SCC(=O)NNC(=O)Nc2ccc(Cl)cc2)nnc1-c1ccccc1
38. Cc1ccc(Nc2n[nH]c(C)c2[N+](=O)[O-])c(C)c1
39. COc1ccc(-n2c(-c3cc(-c4ccccc4)sc3N)n[nH]c2=S)cc1
40. N=C1C(c2nc3ccccc3[nH]2)=C(O)CN1C1CCCCC1
41. Cc1ccc(CC(=O)Nc2nnc(-c3ccc(F)cc3)o2)c(C)c1
42. Cc1nc2cc(C(=O)O)ccc2n1-c1ccc(F)cc1F
43. CCn1c(CSc2nnc3ccccn23)nc2cc(C(=O)O)ccc21
44. Cc1nnc(Oc2ccccc2)c2ccccc12
45. CCSc1nnc(NC(=O)c2nn(C(C)C)c(=O)c3ccccc23)s1

entry no.	37	38	39	40	41	42	43	44	45
KOR beta-arrestin-1	-11%	21%	-10%	12%	-47%	11%	19%	16%	19%
GPR55 LPI antagonism	13%	3%	1%	-6%	-3%	-2%	12%	1%	4%
GPR55 activation	-0.1%	0.4%	-0.1%	0.0%	-0.1%	-0.2%	-0.2%	-0.2%	0.9%
NOD1 NF-kB reporter	6%	-56%	7%	-8%	-8%	-20%	5%	-8%	-7%
NTR1 ag	0.2	0.9	12	0.3	-0.6	1.1	5.2	0.6	3.4
NTR1 ag cell count 20 µM	66	80	47	51	54	42	83	48	85
KOR beta-arrestin-2	-2.1%	-3.2%	0.9%	-1.9%	0.9%	-0.4%	-6.0%	-5.1%	-6.4%
GPR35 antagonists	-6%	-24%	-8%	-4%	9%	-5%	-5%	4%	18%
K1F lysis inhibition	/	0.4%	0.2%	-1.2%	0.5%	0.5%[50 µM]	1.6%	0.8%	0.1%
Rac1 GTP hydrolysis	/	6%	17%	-4%	8%	0%	3%	8%	3%
